High-throughput results deposited in PubChem by several laboratories.
CHT allo act: allosterically activates the human high affinity choline transporter; Q9GZV3; 310,000 compounds, 0.49% hits; B-score at 10 µM; CHT-expressing cells, membrane potential dye, choline EC20; stronger effect = higher value; LV-AA mutant CHT in HEK293 cells;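 active = initial fluorescence not abnormally high and integrated response B-score, plate-corrected, over 3 SD above library mean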
Target sequence (Q9GZV3 whole entry, looked up): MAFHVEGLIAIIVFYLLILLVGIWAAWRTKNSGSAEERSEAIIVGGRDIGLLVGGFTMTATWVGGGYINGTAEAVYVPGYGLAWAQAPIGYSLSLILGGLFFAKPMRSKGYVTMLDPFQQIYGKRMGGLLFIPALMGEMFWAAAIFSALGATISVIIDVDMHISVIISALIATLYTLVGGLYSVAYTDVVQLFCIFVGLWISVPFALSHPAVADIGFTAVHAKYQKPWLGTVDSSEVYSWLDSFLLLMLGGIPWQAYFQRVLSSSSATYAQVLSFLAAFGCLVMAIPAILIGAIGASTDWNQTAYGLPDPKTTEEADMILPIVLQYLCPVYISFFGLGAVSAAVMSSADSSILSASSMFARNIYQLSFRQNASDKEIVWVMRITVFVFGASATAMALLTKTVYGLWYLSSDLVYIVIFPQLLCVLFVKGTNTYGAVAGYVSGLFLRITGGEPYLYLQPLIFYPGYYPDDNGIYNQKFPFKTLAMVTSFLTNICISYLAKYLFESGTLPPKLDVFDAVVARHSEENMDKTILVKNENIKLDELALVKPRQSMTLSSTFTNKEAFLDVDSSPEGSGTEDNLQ
STK33 kinase inh: human STK33 kinase inhibition; purified STK33, MBP phosphorylation, ADP-Glo luminescence; inhibition, % at 10 µM; 320,000 compounds, 0.073% hits;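 active = inhibition at or above 25%, using the most active replicate where run in duplicate; inactive = inhibition below 25%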
Target sequence (Q9BYT3 whole entry, looked up): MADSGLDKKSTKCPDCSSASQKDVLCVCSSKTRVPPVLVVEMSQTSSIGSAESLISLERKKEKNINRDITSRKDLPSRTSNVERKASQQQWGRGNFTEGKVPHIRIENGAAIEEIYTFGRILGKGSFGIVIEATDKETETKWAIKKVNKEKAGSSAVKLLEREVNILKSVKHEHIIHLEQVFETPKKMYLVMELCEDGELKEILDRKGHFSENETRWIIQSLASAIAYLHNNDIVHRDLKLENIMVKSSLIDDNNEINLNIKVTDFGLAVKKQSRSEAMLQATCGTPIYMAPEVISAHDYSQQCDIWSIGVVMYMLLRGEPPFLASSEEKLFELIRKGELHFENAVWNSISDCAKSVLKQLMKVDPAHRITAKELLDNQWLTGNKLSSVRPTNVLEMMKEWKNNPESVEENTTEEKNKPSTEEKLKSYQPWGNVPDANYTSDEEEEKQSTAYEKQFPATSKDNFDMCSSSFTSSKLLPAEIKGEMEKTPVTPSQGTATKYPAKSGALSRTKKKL
CHT block: inhibits the human high affinity choline transporter | CHT-expressing cells, membrane potential dye, choline response; stronger effect = lower value | B-score at 10 µM | 310,000 compounds, 0.86% hits | AID 488975;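 active = B-score over 3 SD under the library average, and starting fluorescence ratio not unusually high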;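 note: choline stimulus applied at its EC90 after an EC20 pre-addition; B-score computed on integrated fluorescence ratio after choline addition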
The depositor's hits bear a star; i = inactive; nt = not tested or not shown.

SMILES,CHT allo act,STK33 kinase inh,CHT block
CCN(CC(=O)Nc1ccc2c(c1)OCCO2)C(=O)c1cc(=O)[nH]c2ccccc12,i,-3.8,i
COc1ccc(Cn2cc(C(=O)O)c(=O)c3ccccc32)cc1,i,-1.1,i
O=C(COC(=O)c1cc([N+](=O)[O-])ccc1N1CCOCC1)c1ccc(OC(F)F)cc1OC(F)F,i,0.3,i
CC(=O)c1cccc(NC(=O)CN(c2ccc(F)cc2)S(C)(=O)=O)c1,i,-1.1,i
COc1ccc(Br)cc1C(=O)Nc1cccc(NC(=O)c2ccco2)c1,i,0.8,i
Cc1cccc(OC(C)C(=O)NC2CCS(=O)(=O)C2)c1C (stereo not given),i,-0.5,i
Cc1ccc2c(c1)CCCN2C(=O)c1cc2ccccc2oc1=O,i,-1.2,i
COc1ccc(/C=C/C(=O)C23CC4CC(CC(C4)C2)C3)cc1CN1CCOCC1,i,-0.8,i
O=C(CCn1nnnc1CN1CCOCC1)N1CCC(c2cccc(Cl)c2)C1 (stereo not given),i,-0.1,i
Cc1ccc(-c2nc3s/c(=C\c4ccco4)c(=O)n3n2)cc1,i,-0.9,i
C[C@@H]1CC=C[C@H]2[C@H]1C(=O)N(Cc1ccccc1)[C@H]2c1ccc(F)c(-c2ccc(N(C)C)cc2)c1,i,-1.1,i
Cc1ccccc1-c1nc(CN(C)C(C)c2ccon2)c(C)o1 (stereo not given),i,-1.0,i
CC(C)CCn1c(O)c(N=NC(=O)Cn2ccc(C(F)(F)F)n2)c2ccccc21,i,-1.8,i
CCCn1c(N2CCN(CC(=O)NCc3cccs3)CC2)nc2ccccc21,i,-2.7,i
Cn1nc([N+](=O)[O-])nc1Sc1ccc(C(C)(C)C)cc1,i,0.6,i
CCNc1nc(NCC)nc(Oc2ccc(OCc3ccccc3)nn2)n1,i,-0.5,i
Cc1ccc(Nc2nc(N)nc(CSC(=S)N3CCOCC3)n2)c(C)c1,i,1.3,i
CCOc1ccc(/C(C)=N/N2C(=O)C(CC(=O)Nc3ccc(OC)cc3[N+](=O)[O-])SC2=Nc2cccc(C)c2C)cc1 (stereo not given),i,-2.1,i
O/N=C1\CCCCc2ccccc21,i,0.0,i
CN1CC2(C)OC(=O)C(Cl)=C2CC1c1ccccc1 (stereo not given),i,0.2,i
O=C(NCC(c1ccco1)N1CCc2ccccc21)c1cccc(F)c1 (stereo not given),i,-0.7,i
CCCN1CCN(C(=O)CN2C(=O)COc3ccc(S(=O)(=O)N(CC)CC)cc32)CC1,i,nt,i
COc1ccc(CCc2nnc(CCC(=O)N(C)Cc3ccncc3C)o2)cc1,i,-1.6,i
O=C(Nc1ccc(C(=O)N2CCN(c3ccccc3F)CC2)cc1)C1=CSCCO1,i,-1.1,i
COc1ccc(OC)c(NC(=O)CN2C(=O)C3(OCCCO3)c3ccccc32)c1,i,nt,i
O=C(NCC1CCCO1)c1cc(-c2ccccc2)nc2ccccc12 (stereo not given),i,-1.8,i
CCN(C1CCCCC1)S(=O)(=O)c1cc2c3c(c1)CCN3C(=O)CC2,i,0.0,i
O=C(c1cc(-c2cccc(O)c2)on1)N1CCCCCC1,i,1.8,i
CCN(C(=O)CCc1nnc2ccc(N3CCC4(CC3)OCCO4)nn12)c1ccccc1,i,-1.2,i
NC(=O)c1c(NC(=O)C2CCCO2)sc2c1CCCC2 (stereo not given),i,-3.1,i
O=C(c1ccc(CNS(=O)(=O)c2ccc(Br)cc2)cc1)N1CCCCCC1,i,-0.2,i
CS(=O)(=O)N(CC(=O)NCCSCc1ccccc1)c1ccccc1,i,0.2,i
Nc1c(Cl)cc(C2=NCCn3nc4cc([N+](=O)[O-])ccc4c32)cc1Cl,i,0.1,i
CCOc1ccc(-c2nnn(CC(=O)NCc3ccco3)n2)cc1OCC,i,0.3,i
NCCCC[C@@H](C(=O)N1CCNCC1)n1cc(CCC(=O)O)nn1,i,-3.6,i
CC(NC(=O)[C@H](C)NC(=O)C1CC(=O)N(c2ccc3c(c2)OCO3)C1)c1ccccc1 (stereo not given in full),i,-1.4,i
O=C(Nc1ccccc1)OCc1cnc(Cl)s1,i,1.4,i
CC1CC(C)CN(c2oc(Cc3ccccc3)nc2C#N)C1 (stereo not given),i,-1.8,i
C=CCn1c(SCC(=O)NCC)nc2sc3c(c2c1=O)CCC3,i,-3.0,i
C=CCn1c(Cn2nnc3ccccc32)nnc1SCC(=O)N/N=C/c1cc(Br)cc(OC)c1O,i,-1.6,i
COC(=O)c1c(NC(=O)COc2ccc(Cl)cc2Cl)sc2c1CC(C)(C)NC2(C)C,i,-1.1,i
O=c1[nH]c(SCC2CCCCO2)nc2ccccc12 (stereo not given),i,-1.2,i
CC1=CC2=NC(=O)/C(=C/c3coc4ccccc4c3=O)C(=N)N2O1,i,-0.7,i
Cn1c(=O)cc(NCCc2ccccc2)[nH]c1=O,i,0.1,i
Cc1cc(C(=O)COC(=O)c2ccc(Cl)c(S(N)(=O)=O)c2)c(C)n1CC1CCCO1 (stereo not given),i,0.0,i
N#Cc1ccc(NCCc2ccccn2)c([N+](=O)[O-])c1,i,-1.8,i
COc1ccc(/C=N/NC(=O)c2cc(C)on2)c2ccccc12,i,0.6,i
COC(=O)Cn1c2ccccc2c2nc(C)sc21,i,-1.6,i
COc1cc2ccc3c(CCN(C)C)cc(OC)c(OC)c3c2cc1OC,i,0.6,i
CC(=O)c1c(C(C)=O)c(C)n(-c2nc(-c3ccccc3)c(C)s2)c1C,i,-0.3,i

(listing goes on)
SMILES,CHT allo act,STK33 kinase inh,CHT block
O=C(NC1c2ccccc2-c2ccccc21)c1ccco1,i,-2.3,i
CCC(NC(=O)NCc1cccnc1)(C(F)(F)F)C(F)(F)F,i,0.1,i
Cc1cccc(OCC(=O)NCC(=O)N/N=C/c2ccc([N+](=O)[O-])cc2)c1,i,1.6,i
COc1ccc(N2CCN(C3CCCCC3NS(=O)(=O)c3ccc(Cl)cc3)CC2)cc1 (stereo not given),i,-1.1,i
O=c1[nH]nc(-c2cccs2)c2ccccc12,i,1.9,i
COc1cc(OC)cc(C(=O)Oc2ccc(/C=N/Nc3nc4ccccc4s3)cc2OC)c1,i,-1.5,i
CCOC(=O)C1=C(C)NC2=C(C(=O)CC(c3cccs3)C2)C1c1cccs1 (stereo not given),i,-0.9,i
CCOC(=O)c1c(NC(=O)C2CC2)sc(C)c1CC,i,-1.4,i
C=C(Br)Cn1c(CCCC)nc2ccccc21,i,-0.5,i
Cc1ccc(N=C2N=C(N)c3ccccc32)cc1C,i,0.9,i

Remaining list, next part.
SMILES | CHT allo act | STK33 kinase inh | CHT block
CCc1ccc(NC(=O)C2CC(=O)N(C(C)C)C2)cc1 (stereo not given) | i | 0.2 | i
COc1ccc(-c2[nH]ncc2/C=N/NC(=O)c2ccc(Br)cc2)c(OC)c1 | i | -0.4 | i
COP(C)(=O)c1c(C)nn(-c2ccccc2)c1C (stereo not given) | i | -0.8 | i
Cc1ccc(NC(=O)NC2CCN(S(=O)(=O)c3ccc(F)cc3)CC2)cc1 | i | -0.3 | i
O=C(N/C(=C/c1cn(-c2ccccc2)nc1-c1ccccc1)C(=O)N1CCOCC1)c1ccccc1 | i | -0.1 | i
COc1cc(/C=C/C(=O)OC(C)C(=O)c2ccccc2)cc(OC)c1OC (stereo not given) | i | -1.2 | i
CCOC(=O)Cn1nc(C)c(NC(=O)COc2ccc(F)cc2F)c1C | i | -0.3 | i
O=C(CNC(=O)c1ccco1)OCc1ccc(Cl)cc1 | i | 0.3 | i
CCC(C)(C)C(=O)Nc1cccc(Cl)c1C | i | -4.0 | i
O=c1[nH]c(=O)n(Cc2ccco2)c2c1C(C(F)(F)F)(C(F)(F)F)N=C(CCC1CCCCC1)N2 | i | -2.2 | i
Cc1nc2sc(C(c3cccs3)N3CCC(C(N)=O)CC3)c(O)n2n1 (stereo not given) | i | -0.2 | i
Cc1ccccc1Nc1nc(N)nc(COC(=O)CCNS(=O)(=O)c2ccccc2)n1 | i | -1.1 | i
Cc1cc(C(=O)COC(=O)c2ccccc2NCCO)c(C)n1CC1CCCO1 (stereo not given) | i | -1.5 | i
CCN(c1ccc(NC(=O)CCNC(=O)c2ccco2)cc1)C(C)C | i | 1.4 | i
COc1ccccc1CNS(=O)(=O)c1ccc(C)cc1 | i | 0.0 | i
CCc1cc2c(=O)c(-c3nc4ccccc4[nH]3)coc2c(CN2CCCCC2C)c1O (stereo not given) | i | -0.1 | i
COc1ccc(-n2c(SCC(=O)N3CCCC3)nc3ccccc3c2=O)cc1 | i | -0.7 | i
CCN1C(=O)CC(Sc2ccccc2N)C1=O (stereo not given) | i | -1.3 | i
CC(C)(C)Cc1nnc(NS(C)(=O)=O)s1 | i | 0.0 | i
O=C(CC1C(=O)NCCN1CCCc1ccccc1)NCCc1ccccc1F (stereo not given) | i | 0.4 | i
COc1ccc2c(c1)C(=O)CC(c1ccc(OC)c(OC)c1)O2 (stereo not given) | i | 0.0 | i
CCc1c(C)sc(NC(=O)OC)c1C(N)=O | i | 1.9 | i
CN1CCN(c2ccc(S(=O)(=O)N3CCCCC3)cc2NC(=O)c2ccc(C#N)cc2)CC1 | i | -0.2 | i
OC(COc1cccc2ccccc12)CN1CCN(c2ccccc2Cl)CC1 (stereo not given) | i | -0.6 | i
CC(CN1CCCC1)OC(=O)c1ccccc1Cl (stereo not given) | i | 0.8 | i
Cc1cc(CNC(=O)C(C)n2cc([N+](=O)[O-])cn2)c2ccccc2n1 (stereo not given) | i | -0.1 | i
CCOc1ccccc1NC(=O)COC(=O)CNS(=O)(=O)c1ccc(C)cc1 | i | -0.7 | i
CCc1ccccc1NC(=O)C1CCCN1S(=O)(=O)c1ccc(-c2ccc(=O)[nH]n2)s1 (stereo not given) | i | -1.1 | i
COc1ccc2c(c1OC)C(=O)N(c1ccc(O)cc1)C2=O | i | -0.1 | i
COc1ccccc1NC(=O)c1ccc(NC(=O)CSc2ncccn2)cc1 | i | 0.7 | i
Cc1ccc(SCCNC(=O)c2ccc(CN3CCOCC3)cc2)cc1 | i | -0.6 | i
O=Cc1ccc(OCc2cccc(C(F)(F)F)c2)cc1O | i | -1.2 | i
COc1ccc(/C=C(\C#N)C(=O)NCC(c2ccc(F)cc2)N2CCOCC2)cc1 (stereo not given) | i | -1.2 | i
CCOC(=O)c1c(S(=O)(=O)N2CCCC(C)C2)c(C)n(C)c1C (stereo not given) | i | 0.4 | i
CC(=O)n1c(=O)c2ccccc2c(=O)n1-c1ccccc1 | i | 1.6 | i
Cc1ccnc(NC(=O)c2ccc3c(c2)S(=O)(=O)c2ccccc2C3=O)c1 | i | 4.3 | i
COCCOc1cc(-n2ccnc2SC)c(Cl)cc1Cl | i | -0.9 | i
Cc1ccc(-c2cc(C(=O)N3CCCc4ccccc43)c3ccccc3n2)cc1 | i | -0.1 | i
CC(C)OC(=O)CSc1nnnn1-c1ccc2c(c1)OCCO2 | i | 0.0 | i
S=C(NCCCN1CCOCC1)N1CCN(c2nc(-c3ccccc3)cs2)CC1 | i | 0.4 | i

Some of the entries so far, with each value named:
> CCOC(=O)c1c(S(=O)(=O)N2CCCC(C)C2)c(C)n(C)c1C (stereo not given)
- CHT allo act: i
- STK33 kinase inh: 0.4
- CHT block: i
> COc1ccc(/C=C(\C#N)C(=O)NCC(c2ccc(F)cc2)N2CCOCC2)cc1 (stereo not given)
- CHT allo act: i
- STK33 kinase inh: -1.2
- CHT block: i

Compound profiles, from the list above. Values in the order: CHT allo act	STK33 kinase inh	CHT block
S=C(NCCCN1CCOCC1)N1CCN(c2nc(-c3ccccc3)cs2)CC1 is listed as i	0.4	i
CC(=O)n1c(=O)c2ccccc2c(=O)n1-c1ccccc1 is listed as i	1.6	i
COc1ccc(/C=C(\C#N)C(=O)NCC(c2ccc(F)cc2)N2CCOCC2)cc1 (stereo not given) is listed as i	-1.2	i
COCCOc1cc(-n2ccnc2SC)c(Cl)cc1Cl is listed as i	-0.9	i
CCOC(=O)c1c(S(=O)(=O)N2CCCC(C)C2)c(C)n(C)c1C (stereo not given) is listed as i	0.4	i

Other compounds:
SMILES | CHT allo act | STK33 kinase inh | CHT block
CCC(=O)Nc1nonc1-c1nc2ccccc2n1Cc1cccc2ccccc12 | i | -1.2 | i
Cc1cc(C)n(-c2nc3ccccc3nc2Nc2ccc3c(c2)OCO3)n1 | i | -1.6 | i
COc1ccc(CCNC(=O)C2(C)CCC(=O)N2Cc2ccc(C)cc2)cc1OC (stereo not given) | i | -1.6 | i
CN1CCN(c2ccc(CNC(=O)c3cc4ccccc4o3)cc2)CC1 | i | -1.6 | i
CSc1ncccc1C(=O)Nc1ccncc1 | i | 0.2 | i
O=C(CCNS(=O)(=O)c1cccs1)N1CCCCCC1 | i | -0.5 | i
COc1cc2[nH]c(C(=O)NCc3ccccc3)cc2c(OC)c1OC | i | -0.8 | i
O=C(O)CNCC1COc2ccccc2O1 (stereo not given) | i | 0.0 | i
COc1ccc(NC(=O)COc2ccc(C)cc2)c([N+](=O)[O-])c1 | i | nt | i
O=C(NCCN1CCOCC1)c1cccc(S(=O)(=O)N2CCCCC2)c1 | i | -1.0 | i
C=CCn1c(=S)sc2c(=O)[nH]c(C)nc21 | i | 0.3 | i
CC(C)(C)NC(=O)Cn1c(=O)n(CC(=O)NC(C)(C)C)c2ccccc21 | i | -0.7 | i
O=C(CSc1nc(=O)[nH]c2c1CCCC2)Nc1cc(C(F)(F)F)cc(C(F)(F)F)c1 | i | -1.1 | i
CC(=O)N1CCCc2cc(S(=O)(=O)N3CCCC(C(=O)Nc4cccc(C)c4)C3)ccc21 (stereo not given) | i | -1.6 | i
